Bioassay records: PubChem BioAssay, Southern Research Specialized Biocontainment Screening Center
H37Rv inhibition = M. tuberculosis growth inhibition, HTS (AID 449762); M. tuberculosis H37Rv growth inhibition, 7H9 media; higher % means a stronger effect; inhibition, % at 25 µM, or IC50 in µM where a hit was titrated; 330,000 compounds, 0.59% hits; in the data active = a potency from the dose series; inconclusive = inhibition above about 70% without an active follow-up result;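 also: bacterial growth assessed after seven days of incubation; strong numbers were not always called active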
VEEV TC-83 Vero = inhibitors of VEEV TC-83 cytopathic effect, confirmation, Vero cells (AID 588727) | Vero cells, VEEV TC-83 cytopathic effect inhibition; higher % means a stronger effect | 350,000 compounds, 0.13% hits | one-dose inhibition, % at 20 µM; IC50 in µM for titrated hits; in the data active = a potency from the dose series; inconclusive = inhibition mostly from about 14% at the one dose, without a potency; inactive = the rest, 99 in 100 with inhibition below about 12%; also: strong numbers were not always called active
M. tuberculosis = growth inhibition of non-replicating M. tuberculosis (AID 488890) | Mycobacterium tuberculosis non-replicating, growth inhibition; higher % means a stronger effect | inhibition, % at 25 µM; hits with a dose series show IC50 in µM | 320,000 compounds, 0.39% hits; in the data active = a potency from the dose series; inconclusive = inhibition mostly from about 82% at the one dose, without a potency; inactive = the rest, 99 in 100 with inhibition below about 76%;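 also: plate controls were DMSO cells for no effect and high antibiotic wells for full effect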
Salmonella PhoP GFP = PhoP regulon inhibitors, Salmonella typhi PhoP promoter GFP reporter, confirmatory (AID 1850); Salmonella Typhi PhoP-promoter GFP reporter, fluorescence, 4 h; higher % means a stronger effect; one-dose inhibition, % at 50 µM; IC50 in µM for titrated hits; 310,000 compounds, 0.33% hits; in the data active = a potency from the dose series; inconclusive = inhibition mostly from about 25% at the one dose, without a potency; inactive = the rest, 99 in 100 with inhibition below about 19%;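 also: 0% = induced wells with vehicle and 100% = uninduced wells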
H1N1 NS1A inhibition = H1N1 influenza NS1A inhibitors, functional cell based assay (AID 504329). NS1A functional cell-based assay, percent inhibition; higher % means a stronger effect. inhibition, % at 12.5 µM, or IC50 in µM where a hit was titrated. 340,000 compounds, 0.3% hits; in the data active = a potency from the dose series; inconclusive = inhibition above about 27% without an active follow-up result; also: strong numbers were not always called active
* hit, by the source's call; i = inactive; ? = inconclusive; nt = no result given. Rows are unselected. Share with any hit: about 1.5%.

Start of the listing, in advance, 2 compounds:
Value order – H37Rv inhibition	VEEV TC-83 Vero	M. tuberculosis	Salmonella PhoP GFP	H1N1 NS1A inhibition
C#Cc1ccc([C@H]2C=C(C(=O)OCC=C)O[C@@H](OCC)[C@@H]2CCCO)cc1
→ 4%	0.8%	10%	-17%	-18%
CN(C)c1ccc(/C=N/NC(=O)c2ccc(NC(=O)c3ccccc3)cc2)cc1
→ 6%	0.6%	3%	4%	-20%

Results, from the first entry:
Value order – H37Rv inhibition	VEEV TC-83 Vero	M. tuberculosis	Salmonella PhoP GFP	H1N1 NS1A inhibition
C#Cc1ccc([C@H]2C=C(C(=O)OCC=C)O[C@@H](OCC)[C@@H]2CCCO)cc1
→ 4%	0.8%	10%	-17%	-18%
CN(C)c1ccc(/C=N/NC(=O)c2ccc(NC(=O)c3ccccc3)cc2)cc1
→ 6%	0.6%	3%	4%	-20%
Cc1ccc(C(=O)N/C(=C\c2cn(C)c3ccccc23)C(=O)N2CCOCC2)cc1
→ 1%	0.3%	-4%	1%	-2%
COc1ccccc1-c1cc(C(=O)N2CCN(S(=O)(=O)c3ccc(C)cc3)CC2)[nH]n1
→ -8%	9.8%	19%	-1%	2%
COc1nc(Nc2ccc(OC)c(Cl)c2)nc(OC)n1
→ 3%	9.3%	-2%	2%	3%
Cc1cc(Nc2ccc(Cl)cc2)n2nnnc2n1
→ 1%	1.1%	5%	7%	-18%
O=C1CCCN1C(=O)CSc1nnnn1-c1cccc(F)c1
→ -8%	2.4%	4%	nt	-4%
CS(=O)(=O)c1ccc(NC(=O)C2CC(=O)N(c3ccc4c(c3)OCCO4)C2)cc1 (centres undefined)
→ 7%	6.6%	9%	-3%	-6%
C=CCN(C(=O)CCC(=O)O)C1CC(=O)N(c2ccc(OC)cc2)C1=O (centres undefined)
→ 4%	0.2%	10%	-1%	-7%
Cc1ccc(OCCCC(=O)N2CCOCC2)cc1
→ 3%	6.8%	19%	-1%	6%
O=C(CSCc1ccc([N+](=O)[O-])cc1)Nc1ccc(S(=O)(=O)N2CCCCCC2)cc1
→ 5%	0.3%	20%	10%	0%
COc1cccc(C=NN2CCCCCC2)c1OC
→ nt	1.0%	nt	nt	11%
COc1ccc(CNC(=O)COc2ccc([N+](=O)[O-])cc2)cc1
→ 5%	i	-12%	11%	-12%
CCCCN(C)C(=O)C1CCC(CNS(=O)(=O)c2ccc3c(c2)CC(C)N3C(C)=O)CC1 (centres undefined)
→ -1%	i	6%	-3%	-10%
C/C(Cn1cnc([N+](=O)[O-])n1)=N\NC(=O)c1ccc(O)cc1O
→ 4%	0.7%	-6%	6%	0%
Cc1nnc(SC(C)C(=O)Nc2ccc(S(=O)(=O)N3CCCCCC3)cc2)s1 (centres undefined)
→ -3%	3.1%	31%	-4%	-2%
O=C(O)Cc1sc(=O)[nH]c1O
→ nt	1.6%	nt	nt	-9%
CC(=O)c1cccc(NC(=O)N2C3CCCC2CC(NC(=O)C2CC2)C3)c1 (centres undefined)
→ -9%	0.5%	-2%	2%	3%
COc1cc2ccccc2cc1C(=O)Nc1ccc(S(=O)(=O)Nc2cc(C)on2)cc1
→ ?	3.6%	46%	-2%	-1%
Cc1nn(Cc2ccccc2Cl)c(C)c1C(=O)N1CCN(c2ccccc2)CC1
→ -6%	0.1%	21%	5%	2%
CC(C)NC(=O)NC(=O)COC(=O)c1ccccc1F
→ 4%	1.3%	-5%	-7%	3%
Cn1cc(S(=O)(=O)NC2CCCCC2)c(=O)n(C)c1=O
→ -3%	2.6%	6%	-2%	-10%
CC(=O)Nc1ccc(C(=O)Nc2ccc3c(c2)OCCO3)cc1
→ 0%	1.7%	-7%	-3%	0%
COC(=O)CCC(=O)c1ccc(OC)c(Cl)c1
→ -2%	nt	35%	-33%	nt
O=c1c2ccccc2nc(-c2ccco2)n1CCc1ccc(O)cc1
→ 6%	10%	4%	1%	-2%
Cc1cc(C)nc(SCC(=O)NCc2ccco2)n1
→ 2%	0.4%	-7%	31%	-3%
CCOC(=O)N/N=C/C=C/c1ccccc1[N+](=O)[O-]
→ -2%	1.0%	-5%	-5%	6%
CC(C)(C)CC(=O)NCc1cccs1
→ -3%	0.8%	-1%	-4%	-6%
CCS(=O)(=O)N1CCN(c2ccc(C(=O)NC34CC5CC(CC(C5)C3)C4)cc2[N+](=O)[O-])CC1
→ 10%	1.4%	0%	1%	8%
O=C(CSc1nnc(Nc2ccccc2)s1)NCCN1C(=O)CSC1=O
→ -5%	i	-7%	-8%	-4%

(list continues)
structure	H37Rv inhibition	VEEV TC-83 Vero	M. tuberculosis	Salmonella PhoP GFP	H1N1 NS1A inhibition
C#CCOCCOCCOCCNc1nc(N2CCN(C(=O)[C@H]([C@@H](C)CC)n3cc([C@@H](N)CC(C)C)nn3)CC2)nc(N2CCN(C(=O)[C@H](Cc3ccc(O)cc3)n3cc([C@@H](N)CC(C)C)nn3)CC2)n1	-1%	nt	42%	-13%	nt
CCOC(=O)C[C@H]1c2ccc(C(F)(F)F)cc2S(=O)(=O)N1C1CCCC1	-4%	i	-17%	-3%	5%
Cc1cc(C)n(-c2ccc(N3CCOCC3)nn2)n1	5%	2.2%	4%	-7%	6%
COc1ccc(N=Cc2ccc[nH]2)cc1	?	i	32%	-4%	-15%
COc1ccccc1C(NC(=O)C1CCCCC1)c1c(O)ccc2ccccc12 (centres undefined)	-1%	1.3%	-19%	-4%	-23%
COc1ccc(S(=O)(=O)N2CCN(C(=O)c3cccc(Cl)c3)CC2)cc1	-2%	5.8%	21%	-7%	9%
Nc1cc(=O)[nH]c(SCCSc2cc(Cl)ccc2Cl)n1	11%	0.2%	-2%	6%	-16%
O=C(Nc1cccc(S(=O)(=O)N2CCOCC2)c1)c1cccc(S(=O)(=O)N2CCCCC2)c1	nt	6.9%	nt	nt	-10%
CCOc1c(OC)cccc1C1CC(=O)Nc2cc(OC)c(OC)cc21 (centres undefined)	-14%	3.3%	-7%	nt	2%
CN(C)c1ccc(P(=O)(OCc2ccccc2)C(O)c2ccc(Br)cc2)cc1 (centres undefined)	3%	0.2%	-5%	-15%	4%
C/C(=N\NC(=O)CCn1nc(C)cc1C)C(C)(C)C	-10%	0.4%	-7%	-4%	0%
Cc1ccccc1NC(=O)/C(C#N)=C\c1cccnc1	-4%	0.1%	-6%	5%	22%
COC(=O)C(O)(CC(=O)Nc1cc(Cl)ccc1Cl)C(F)(F)F (centres undefined)	-7%	0.6%	-13%	6%	0%
N#C/C(=C\c1c[nH]c2ccccc12)C(=O)NC1CCCC1	9%	3.4%	75%	0%	8%
CCOc1ccc(NC(=O)/C(C=Nc2ccccc2)=C(\C)O)cc1	12%	3.1%	-2%	-4%	7%
Cc1ccc(S(=O)(=O)N(CCCN2CCCC2=O)Cc2cc3c(C)ccc(C)c3[nH]c2=O)cc1	-2%	0.7%	4%	7%	3%
Cn1c2ccccc2c(=O)c2ccc(F)cc21	38%	1.1%	1%	-27%	-5%
CCCC(=O)Nc1nnc(CCc2ccccc2)s1	0%	0.9%	57%	-5%	1%
CCOC(=O)c1sc(N)c(C(N)=O)c1C	-7%	2.4%	0%	5%	nt
Cc1nn(Cc2ccccc2)c(C)c1NC(=O)c1noc2c1CCc1ccccc1-2	-9%	7.4%	nt	-10%	4%
CN(C)c1nc(-c2ccccc2)[n+](C)s1	1%	0.6%	-7%	9%	1%
COc1ccc(NC(=O)C2(c3ccc(NC(=O)c4ccc(C)cc4)cc3)CCCC2)cc1	1%	i	0%	-3%	-4%
Nc1nonc1-n1nnc(C(=O)N/N=C/c2ccc(Cl)cc2Cl)c1CN1CCCC1	13%	0.8%	-12%	-8%	2%
COc1ccc(NC(=O)CCS(=O)(=O)c2ccc(OC)cc2)cc1	2%	0.9%	18%	-16%	10%
C/C(=N/OC(=O)C1CC1c1ccccc1)c1ccccc1 (centres undefined)	4%	1.1%	63%	8%	-7%
Cc1ccc(-c2nc(CSc3nc4ccccc4c(=O)n3C)cs2)cc1	0%	0.1%	13%	-4%	-6%
Cc1ccc(C(=O)N2CCN(c3ccccc3F)CC2)cc1NC1=NC2CS(=O)(=O)CC2S1 (centres undefined)	8%	1.7%	-3%	0%	-4%
CN(C(=O)c1ccc(NC(=O)Cc2ccc(NC(=O)C3CCN(C(=O)C4CCCC4)CC3)cc2)cc1)C1CC1	-9%	i	5%	nt	14%
CCCCN1C(=N)N([C@@H](CCC)CN2CCC[C@H]2CN2C(N)=NC[C@@H]2Cc2ccccc2)C[C@H]1[C@H](C)CC	5%	0.8%	?	nt	-9%
Cc1cc(=O)oc2c(C)c(OCC(=O)N3C[C@H]4C[C@@H](C3)c3cccc(=O)n3C4)ccc12	-7%	0.4%	-4%	7%	2%
COCC(=O)N1CCC(Oc2ccc(C(=O)N3CCCCCCC3)cc2)CC1	-10%	0.5%	-2%	-8%	-11%
CCC1=C(OC(=O)N(CC)CC)N2C(=O)OC(=NCC(=O)OC)[C@]2(Cc2ccccc2)[C@H]2C1=CC[C@H]1C(=O)N(CC(=O)OC)C(=O)[C@H]12	-1%	0.5%	-4%	-9%	2%
COC(=O)c1cccc(NC(=O)CCCN2C(=O)NC3(CCCC3)C2=O)c1	nt	0.7%	nt	nt	-9%
CCOC(=O)c1ccc(Nc2cc(C)nc(-c3ccccc3O)n2)cc1	1%	1.6%	10%	-13%	-8%
CCc1nn2cc(-c3ccccc3)nc2s1	3%	5.4%	4%	0%	3%
Oc1ccc(-c2nc3ccccn3c2NCc2ccco2)cc1	13%	11%	66%	-31%	-3%
O[C@@H]1Cc2ccccc2O[C@H]1c1ccccc1	nt	0.3%	nt	nt	2%
Cc1c(C(=O)Nc2c(N)nc(SCC(=O)NCC3CCCO3)[nH]c2=O)cccc1[N+](=O)[O-] (centres undefined)	-16%	2.7%	-10%	-5%	-7%
FC(F)C(F)(F)c1cc(-c2ccc(Cl)cc2)n[nH]1	7%	3.1%	23%	3%	nt
COCCN(Cc1ccccc1)C(=O)c1ccc2c(c1)NC(=O)CS2	-3%	1.4%	23%	nt	-18%
Cc1sc2nc(CN3CCOCC3)nc(N3CCN(S(=O)(=O)c4ccccc4)CC3)c2c1C	0%	5.6%	25%	nt	-10%
O=C(CSc1nc(-c2ccccc2)nc2c1Cc1ccccc1O2)Nc1ccc(C(=O)O)cc1	nt	7.1%	nt	nt	-2%
Cc1ccc(S(=O)(=O)N2[C@@H](c3ccccc3F)C(C(=O)O)=CC[C@H]2c2ccc(C(C)C)cc2)cc1	3%	0.7%	15%	-5%	-6%
C/C(=N\NC(=O)Cc1c[nH]c2ccccc12)c1ccc2ccccc2c1	-2%	9.7%	-3%	0%	5%
S=C1NC2(CCCCC2)Nc2ccccc21	-3%	0.4%	-12%	-8%	-6%
CC(=O)Nc1ccc(NC(=O)C(F)(F)F)cc1	-5%	0.6%	-5%	-2%	-2%
CCN(CC)c1ccc(/C=N/NC(=O)Cc2nnc(NC(=O)Nc3ccccc3)s2)cc1	6%	1.1%	-4%	-7%	12%
COc1cccc(-c2cc(N3C(=O)Nc4ccccc4N3O)n[nH]2)c1	-2%	0.8%	-9%	-7%	-5%
CN(C)S(=O)(=O)c1ccc(C(=O)NC(=O)CSc2nncs2)cc1	1%	3.8%	2%	nt	-9%
CC1CC(C)CN(CCCNC(=O)c2ccc3c(c2)ncn3C2CCCC2)C1 (centres undefined)	0%	i	-1%	-7%	-11%
CN1CCN(C(=O)c2ccc(-c3ccc(Br)cc3)o2)CC1	-6%	i	34%	nt	-3%

Complete entries from above. Order of screens: H37Rv inhibition | VEEV TC-83 Vero | M. tuberculosis | Salmonella PhoP GFP | H1N1 NS1A inhibition
`CCc1nn2cc(-c3ccccc3)nc2s1` is entered as 3% | 5.4% | 4% | 0% | 3%
`FC(F)C(F)(F)c1cc(-c2ccc(Cl)cc2)n[nH]1` is entered as 7% | 3.1% | 23% | 3% | nt
`CCC1=C(OC(=O)N(CC)CC)N2C(=O)OC(=NCC(=O)OC)[C@]2(Cc2ccccc2)[C@H]2C1=CC[C@H]1C(=O)N(CC(=O)OC)C(=O)[C@H]12` is entered as -1% | 0.5% | -4% | -9% | 2%
`CC1CC(C)CN(CCCNC(=O)c2ccc3c(c2)ncn3C2CCCC2)C1` (centres undefined) is entered as 0% | i | -1% | -7% | -11%
